D1 antag = Antagonist of Human D 1 Dopamine Receptor: qHTS | D(1A) dopamine receptor (Homo sapiens), P21728 | 360,000 compounds, 3.2% hits | activity change, negative = inhibition, % at 10 µM | HEK293 TREx D1 cells, calcium flux, dopamine EC80; active compounds read low; in the data active means activity change below about -30%; further: on the % scale 0 is the no-effect control and ±100 the full control effect
Target sequence (P21728 whole entry, looked up): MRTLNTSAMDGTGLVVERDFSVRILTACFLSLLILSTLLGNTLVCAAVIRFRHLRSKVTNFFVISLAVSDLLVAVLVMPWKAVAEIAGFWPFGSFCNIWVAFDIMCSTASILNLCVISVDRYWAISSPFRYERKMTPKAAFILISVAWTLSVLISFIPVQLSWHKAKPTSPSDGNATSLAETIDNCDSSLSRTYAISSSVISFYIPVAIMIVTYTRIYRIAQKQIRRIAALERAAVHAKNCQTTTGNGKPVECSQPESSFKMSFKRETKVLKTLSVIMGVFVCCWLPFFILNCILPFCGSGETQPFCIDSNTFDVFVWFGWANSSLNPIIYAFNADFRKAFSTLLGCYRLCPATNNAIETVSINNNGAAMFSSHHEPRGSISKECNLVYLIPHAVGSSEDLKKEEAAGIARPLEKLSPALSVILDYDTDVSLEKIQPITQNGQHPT
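Cells carrying a force-coupled, tetracycline-inducible human D1 receptor report calcium flux. Each well gets a 10 s baseline, compound with 180 s monitoring, then an EC80 dopamine stimulus with a second 180 s kinetic read.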
RXFP1 agonist = qHTS Assay for Agonists of the Relaxin Receptor RXFP1; HEK293T-RXFP1 cAMP TR-FRET, 30 min; response scale: percent of porcine relaxin response, buffer zero; 370,000 compounds, 0.3% hits; Potency, µM (top dose mostly 57.5 µM), for inactives: top-dose activation, most hits filed as activators; AID 2676, 2010; Relaxin receptor 1 (Homo sapiens), Q9HBX9; active means well fitted activation curve with a large enough effect; further: potency means the concentration at half of the fitted maximal effect; on the % scale 0 is the no-effect control and ±100 the full control effect; nearly all actives have a fitted effect of over 60% in size; many of its hits are not listed in these tables
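HEK293 cells stably expressing RXFP1, treated 30 min at 37C with compounds plus PDE4 inhibitor Ro 20174; cAMP measured by HTRF TR-FRET. Normalized to buffer and 29 nM porcine relaxin; EC50 by Hill fit.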
TRHR PAM = qHTS for Small Molecule Agonists and Allosteric Enhancers of Human TRH Receptor: Primary Screen for Enhancers; TRHR cells, fluo-8 calcium fluorescence, EC20 TRH enhancement; AID 493056, 2011; enhancement, % at 2 µM; 360,000 compounds, 0.66% hits; in the data active means enhancement above about 30%; further: 0% is about no effect
Target sequence (P34981 whole entry, looked up): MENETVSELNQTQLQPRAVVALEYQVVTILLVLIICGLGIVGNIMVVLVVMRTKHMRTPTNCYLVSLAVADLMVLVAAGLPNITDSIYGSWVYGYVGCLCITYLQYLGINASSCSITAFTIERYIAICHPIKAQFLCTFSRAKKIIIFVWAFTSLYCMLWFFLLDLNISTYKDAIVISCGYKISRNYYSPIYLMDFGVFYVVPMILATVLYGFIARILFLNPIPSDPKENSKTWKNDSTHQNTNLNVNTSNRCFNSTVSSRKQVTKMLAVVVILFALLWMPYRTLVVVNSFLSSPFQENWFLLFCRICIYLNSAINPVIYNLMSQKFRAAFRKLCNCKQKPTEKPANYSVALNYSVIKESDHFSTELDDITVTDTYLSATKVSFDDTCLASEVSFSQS
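Enhancer read-out: after compound pinning and an initial kinetic agonist-mode read, an EC20 of TRH (10 nM final) was injected and fluo-8 calcium signal (Ex 480/Em 530) followed at 1 s/cycle for 100 cycles in TRHR-expressing cells.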
D1 potentiator = Potentiators of Human D1 Dopamine Receptor: qHTS | D(1A) dopamine receptor (Homo sapiens), P21728 | HEK293 TREx D1 cells, calcium flux, dopamine EC20 potentiation | potentiation, % at 10 µM | 360,000 compounds, 0.036% hits | AID 504651, 2011; in the data active means potentiation above about 30%; further: 0% is about no effect
D1 agonist = Allosteric Agonists of the Human D1 Dopamine Receptor: qHTS. activation, % at 2 µM. HEK293 T-REx D1 cells, calcium flux, agonist mode. 360,000 compounds, 1% hits; in the data active means activation above about 30%; further: 0% is about no effect
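Agonism was scored from calcium flux recorded over 180 s (1 read/s) after pintool compound addition, following a 10-cycle baseline. Cells were inducible force-coupled HEK293 TREx D1, plated overnight at 30 C and loaded with no-wash calcium dye.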
RXFP1 antagonist = qHTS Assay for Antagonists of the Relaxin Receptor RXFP1; HEK293-RXFP1, relaxin-stimulated cAMP HTRF, 30 min; active compounds read low; activity change, negative = inhibition, % at 57.5 µM; 350,000 compounds, 0.59% hits;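 active means activity change of -60% or lower, but not beyond a set lower limit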; further: on the % scale 0 is the no-effect control and ±100 the full control effect
D2 potentiator = HTS Assay for Positive Allosteric Modulators of the Human D2 Dopamine Receptor: Primary Screen for Potentiators; D(2) dopamine receptor (Homo sapiens), P14416; HEK293 T-REx D2, calcium flux, EC20 dopamine potentiation; potentiation, % at 10 µM; 340,000 compounds, 0.34% hits;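 active means potentiation over 3 SD above the plate norm, cut at about 30% in these data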; further: 0% is about no effect
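Tetracycline-induced HEK293 T-REx cells force-coupled to calcium signalling expressed D2; compounds were pin-added after a 10 s baseline, read kinetically 180 s, then an EC20 dopamine challenge followed with a further 180 s calcium read.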
D2 agonist = HTS Assay for Allosteric Agonists of the Human D2 Dopamine Receptor: Primary Screen for Agonists; D(2) dopamine receptor (Homo sapiens), P14416; HEK293 T-REx D2 cells, calcium flux agonist mode; 340,000 compounds, 0.53% hits; activation, % at 2 µM; AID 485358, 2010;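 active means activation over 3 SD above normal in the single-dose calcium agonist read, cut at about 30% in these data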; further: 0% is about no effect
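Tetracycline-induced HEK293 T-REx cells with force-coupled D2 receptor, plated overnight at 30 C, loaded with no-wash calcium dye. After a 10 s baseline, compound was pin-added and calcium flux read kinetically for 180 s; calcium rises flagged agonists.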
D2 antag = HTS Assay for Allosteric Antagonists of the Human D2 Dopamine Receptor: Primary Screen for Antagonists; D(2) dopamine receptor (Homo sapiens), P14416; inhibition, % at 10 µM; HEK293 TREx D2 cells, calcium flux, dopamine EC80; 340,000 compounds, 2% hits; in the data active means inhibition above about 30%; further: 0% is about no effect
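Cells plated overnight at 30 C with tetracycline; no-wash calcium dye, 30–90 min RT; 10 s baseline; compound pinned; 180 s read; EC80 dopamine added; another 180 s read.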
Starred values were filed as active, the others as inactive; . = no result given. Some of the compounds tested; count on the stated rates, not on these rows.

SMILES	D1 antag	RXFP1 agonist	TRHR PAM	D1 potentiator	D1 agonist	RXFP1 antagonist	D2 potentiator	D2 agonist	D2 antag
Cc1c(C(=O)Nc2cccc([N+](=O)[O-])c2)cnn1-c1ccccc1	-9	0.0%	14	1	12	12	15	0.5	5
Cc1c(C)c(C)c(S(=O)(=O)N2CCC3(CC2)OCCO3)c(C)c1C	9	-0.4%	-3	-5	-1	-11	-2	-0.5	-2
CCN(CC)CC(=O)NC1CC(C)(C)Cc2c1cnn2-c1ccc(F)cc1 (configuration not stated)	-3	2.4%	-3	-5	0	-7	2	-1.7	-14
COc1ccc(OC)c(NC(=O)c2ccc(NC(C)=O)cc2)c1	13	-1.5%	0	2	2	-1	1	0.9	-9
CC(=O)/C(N=Nc1cccc(C(F)(F)F)c1)=C(\C)O	-7	1.5%	-3	1	4	-8	4	-0.5	2
Cc1cc(O)ccc1N1C(=O)c2cccc3cc([N+](=O)[O-])cc(c23)C1=O	-3	3.3%	4	-8	-1	-19	-11	0.4	17
Cc1ccc(OCC(=O)NNC(=O)c2ccc(-n3cncn3)c([N+](=O)[O-])c2)cc1	9	-1.7%	0	-10	4	-4	2	0.6	-7
COc1ccc2oc(C(=O)OCC(=O)N3CCC(C)CC3)c(C)c2c1	-1	4.6%	0	-4	2	18	15	-0.4	-9
Cc1ccccc1/C=C/c1nc2ccccc2c(=O)[nH]1	3	-2.8%	-2	-2	2	-12	3	0.1	0
CCCCS(=O)CC(CS(=O)CCCC)OC(=O)c1ccc(C)cc1 (configuration not stated)	-9	0.1%	-1	-2	-3	1	.	.	.

Complete entries, looked up by structure. Screens in order: D1 antag	RXFP1 agonist	TRHR PAM	D1 potentiator	D1 agonist	RXFP1 antagonist	D2 potentiator	D2 agonist	D2 antag
CCN(CC)CC(=O)NC1CC(C)(C)Cc2c1cnn2-c1ccc(F)cc1 (configuration not stated) across the screens: -3	2.4%	-3	-5	0	-7	2	-1.7	-14
Cc1ccccc1/C=C/c1nc2ccccc2c(=O)[nH]1 across the screens: 3	-2.8%	-2	-2	2	-12	3	0.1	0
Cc1c(C(=O)Nc2cccc([N+](=O)[O-])c2)cnn1-c1ccccc1 across the screens: -9	0.0%	14	1	12	12	15	0.5	5

More records follow.
SMILES	D1 antag	RXFP1 agonist	TRHR PAM	D1 potentiator	D1 agonist	RXFP1 antagonist	D2 potentiator	D2 agonist	D2 antag
Cc1ccc(CN2CCN(Cc3cnn(-c4ccc(F)cc4)c3)CC2CCO)o1 (configuration not stated)	-2	0.5%	-2	0	1	-21	-15	0.0	-4
COCC1CCCCN1C(=O)c1ccc(OC2CCN(Cc3ccccn3)CC2)cc1 (configuration not stated)	-12	2.1%	8	7	2	-5	1	0.6	4
COc1ccccc1Nc1nn2c(=O)c3ccc(C(=O)NCCC4=CCCCC4)cc3nc2s1	1	1.4%	0	-1	-1	.	1	0.2	.
O=C(COc1coc(CN2CCN(c3ccccc3)CC2)cc1=O)NCC1CCCO1 (configuration not stated)	6	-0.6%	-3	-2	2	4	-1	0.5	-8
COC(=O)c1[nH]c(C)c(/C(O)=C2\C(=O)C(=O)N(CCN(C)C)C2c2ccccc2OC)c1C (configuration not stated)	5	2.5%	1	0	-1	-9	5	0.2	3
CCOC(=O)N1CCC(NC(=O)COc2cc(=O)n(C)c3ccccc23)CC1	15	0.4%	8	.	2	-16	21	-0.3	7
Cc1ccc(C)c(NC(=O)CCNS(=O)(=O)c2ccc3[nH]c(=O)oc3c2)c1	6	-0.3%	9	-1	0	-11	.	.	.
CCc1ccc(CNC(=O)C2CC(=O)N(CCc3ccc(C)cc3)C2)cc1 (configuration not stated)	-1	0.4%	-6	-4	2	-19	-8	-0.6	14
CCCn1c(N)c(C(=O)NS(=O)(=O)c2ccc(C)cc2)c(=O)n(C)c1=O	-3	-0.3%	-8	3	7	7	10	-0.5	-12
COC(=O)C1CCN(c2cc(=O)n(Cc3ccc(F)cc3)c(=O)[nH]2)CC1	15	2.5%	6	-3	-1	-5	2	-0.4	-18
COc1cc2c(cc1OC)C(c1ccccc1N)=NCC2	-13	-1.1%	7	-3	1	2	4	0.6	-4
CCOC(=O)/C=C/C(=O)Nc1ccc(S(=O)(=O)Nc2nccs2)cc1	2	3.1%	4	-1	1	-4	9	1.5	-8
Cc1nc2ccn(Cc3cccnc3)c(=O)c2cc1C(=O)N1CCN(c2ccc(F)cc2)CC1	-5	-0.2%	5	-4	0	-5	8	0.5	.
CCc1cccc(C)c1NC(=O)COC(=O)c1c2c(nc3ccccc13)/C(=C\c1cccs1)CCC2	-4	0.5%	-6	-3	2	-8	-3	-0.4	4
Cn1cc(C(=O)O)c(-c2ccc3c(c2)OCCCO3)n1	10	-0.4%	-2	-3	-2	-10	-2	0.1	18
CCOC(=O)c1c(NC(=O)CSc2nnnn2-c2ccccc2OCC)sc2c1CC(C)(C)NC2(C)C	-3	-0.2%	5	-1	8	-18	14	0.0	-8
Cc1cc(Nc2cccc(C)c2C)n2ncnc2n1	15	2.3%	0	-2	-4	.	4	-1.1	-10
COc1ccc(NC(=O)C(C)n2nnc3sc(-c4ccccc4)cc3c2=O)cc1Cl (configuration not stated)	-11	0.4%	0	-2	-2	-21	-5	0.4	.
O=C(Cn1c(=O)oc2ccccc21)Nc1nc(-c2ccc(Br)cc2)cs1	-4	1.2%	10	-1	12	-3	12	0.5	-12
CN(C(=S)Oc1ccc(C(=O)Nc2ccccc2)cc1)c1ccccc1	1	-0.1%	-1	1	7	.	-1	0.1	10
CCc1cccc(C)c1NC(=O)c1cc(S(=O)(=O)N2CCOCC2)cn1C	5	0.5%	-6	-5	1	-7	-11	1.1	.
O=C(NCc1ccccc1Cl)c1ccccc1Oc1ccccc1	-5	1.5%	-6	-18	11	-11	-1	0.8	8
O=C(Nc1nc(-c2ccc3c(c2)OCCO3)cs1)c1ccc(S(=O)(=O)N2CCCCC2)cc1	-9	0.0%	4	15	1	-24	-5	0.5	0
COC(=O)c1sc2nc(C)cc(-c3ccccc3)c2c1N	3	2.3%	-6	-2	1	9	16	6.2	-3
O=C(/C=C/c1ccccc1)N1CCC[C@H]1CO	13	0.0%	2	-4	-1	.	-4	0.5	8
COc1ccc(NC(=O)c2cc(SC)ccc2Cl)cc1	-2	-1.7%	0	-6	0	.	-2	-2.0	-13
Cc1cccc(Nc2nc(OCC#N)nc(N(C)C)n2)c1	8	1.9%	-1	-1	3	-1	0	0.7	-2
COc1cc(SC)ccc1C(=O)OCC(=O)NCCC1=CCCCC1	1	-0.2%	7	-4	9	-14	2	0.1	-5
CC(C)C(=O)Nc1ccccc1C(=O)OCc1cc(=O)n2nc(C3CC3)sc2n1	12	1.1%	1	0	-1	-8	-1	15	.
Clc1ccc(Cn2ccc(C3CC3)n2)cc1	-15	-1.2%	-5	-1	7	15	3	-1.2	-1
CN(C)S(=O)(=O)c1ccc2c(c1)nc(CCC(=O)NCCc1ccc(Cl)cc1)n2C	-5	-0.9%	7	-8	0	-2	4	-0.8	-26
Cc1cc(C(=O)NNc2ccc(Cl)cc2)no1	-9	-1.0%	-4	-10	4	-22	.	.	.
O=C(O)CCCC(=O)Nc1ccccc1SCCS(=O)(=O)c1ccc(Cl)cc1	7	5.4%	3	-2	2	-10	6	-0.3	-2
Cn1c(SCc2nnc3n2CCCCC3)nc2ccccc21	-7	-0.6%	-12	6	2	4	0	-0.4	0
COc1ccc2c(c1OC)C(=O)OC2N1C(=O)CC[C@H]1C(=O)NCC1CCCO1 (some centres not stated)	-9	0.8%	5	3	1	.	14	0.6	-4
CC(=O)N(C)c1ccc(NC(=S)Nc2cccc3ccccc23)cc1	-21	2.2%	-4	13	4	11	0	0.4	21
COc1ccc(/C=C2\COc3ccccc3C2=O)cc1OC	4	5.1%	0	-2	8	-24	18	0.2	-2
Cc1cccc(NC(=O)CSCc2cc(=O)n3c(C)csc3n2)c1C	13	10.0%	0	-7	0	2	2	0.1	7
COc1cc(C(=O)O)c2ccccc2n1	5	0.0%	-3	-2	1	8	-3	.	.
COc1ccccc1CCNC(=O)Cn1ccc2cc(S(=O)(=O)N3CCCC3)ccc21	-31*	0.1%	-12	-9	7	25	-5	0.1	6

For reference, some entries already given:
SMILES	D1 antag	RXFP1 agonist	TRHR PAM	D1 potentiator	D1 agonist	RXFP1 antagonist	D2 potentiator	D2 agonist	D2 antag
CN(C)S(=O)(=O)c1ccc2c(c1)nc(CCC(=O)NCCc1ccc(Cl)cc1)n2C	-5	-0.9%	7	-8	0	-2	4	-0.8	-26
Cc1cc(C(=O)NNc2ccc(Cl)cc2)no1	-9	-1.0%	-4	-10	4	-22	.	.	.

Continuation.
SMILES	D1 antag	RXFP1 agonist	TRHR PAM	D1 potentiator	D1 agonist	RXFP1 antagonist	D2 potentiator	D2 agonist	D2 antag
CCOc1ccc(NC(=S)N2CCn3c(nc4ccccc43)C2)cc1	-15	0.8%	0	-1	8	.	2	-0.4	4
FC(F)(F)c1ccc(Cl)c(NC(=S)N/N=C/c2ccccc2Cl)c1	-9	0.1%	8	-5	1	-3	-24	0.9	0
O=C(CCNS(=O)(=O)c1ccc(Br)cc1)NCc1cccs1	12	-1.3%	2	2	2	2	11	-1.6	-2
Cc1nc(CNS(=O)(=O)c2ccc3ccccc3c2)cs1	1	2.2%	7	7	5	-1	-2	-0.3	2
O=C(NNC(=S)NC1CCCCC1)c1ccccc1Cl	4	-0.6%	8	2	3	-4	9	0.7	-6
O=S(=O)(Nc1cc(F)ccc1F)c1cccc2nsnc12	8	3.2%	8	-5	0	-2	5	-0.5	2
C=C(C)c1cccc(C(C)(C)NC(=O)N2CCN(c3ccccc3OC)CC2)c1	-15	-1.3%	7	-5	2	-4	0	-0.2	3
CCOC(=O)c1c(C)c(C(=O)NCCc2ccc(OC)cc2)c(C)n1CC	-2	-2.6%	-13	-2	0	.	-4	.	.
Cc1c(S(=O)(=O)N2CCCC2)c(=O)n(C)c(=O)n1C	14	1.1%	6	-1	1	5	15	1.2	2
O=c1oc2ccccc2c(Nc2cccc3ccccc23)c1[N+](=O)[O-]	5	1.9%	28	-8	1	18	17	0.2	-23
COc1ccc(CC(=O)NCC2CCCN(Cc3ccccc3OC)C2)cc1 (configuration not stated)	-4	3.0%	-7	1	5	3	-2	1.5	0
COc1ccc(NC(=O)CSc2nc3ccccc3nc2Cc2ccc(C)cc2)cc1Cl	2	19%	-4	-2	3	.	10	.	.
CCC(=O)NCCSc1c[nH]c2ccccc12	-16	-1.8%	0	-5	0	0	6	0.0	-11

Compound activity deposited in PubChem BioAssay by National Center for Advancing Translational Sciences (NCATS).
